# Bioassay records as filed in PubChem BioAssay.
# CHRM5 agonist = human M5 muscarinic receptor agonists, primary screen, CHO-K1 cells, Fluo-8 calcium fluorescence; Muscarinic acetylcholine receptor M5 (Homo sapiens), P08912; AID 624037, 2012; activation, % at 3 µM; CHO-K1 hM5 cells; 0% DMSO wells, 100% maximal acetylcholine response; hit rate 0.19% among 360,000;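 active means activation above the run's mean over test compounds plus 3 SD, cut at about 23% in these data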;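 further: signal is peak over basal fluorescence ratio across the kinetic read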
# M5 antag = human M5 muscarinic receptor antagonists, primary screen, CHO cells, Fluo-8 calcium fluorescence; Muscarinic acetylcholine receptor M5 (Homo sapiens), P08912; CHO-hM5 cells, ACh EC80; inhibition, % at 3 µM; hit rate 0.59% among 360,000; AID 624040, 2012;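 active means inhibition above a per-plate cutoff, the mean of that plate's test compounds plus 3 SD, cut at about 27% in these data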;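 further: 0% = acetylcholine EC80 with DMSO and 100% = DMSO without agonist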
# CRFR2-BP ag = agonists of CRF-BP/CRF-R2 complex, primary screen, cell-based, HEK293, calcium dye fluorescence, uHTS | AID 588473, 2011 | hit rate 0.46% among 350,000 | activation, % at 13.2 µM | CRF-binding protein / CRF receptor 2 complex (human) | calcium dye fluorescence (FLIPR); percent of saturating CRF peptide response;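 active means activation of at least 50%, plus an integration ratio under a set limit after plate pattern correction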;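 further: plate controls were neutral control wells without compound for no effect and CRF at EC100 for full effect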
# CHRM5 PAM = human M5 muscarinic receptor positive allosteric modulators, primary screen, CHO-K1 cells, Fluo-8 calcium fluorescence | Muscarinic acetylcholine receptor M5 (Homo sapiens), P08912 | CHO-K1 hM5, ACh EC20 PAM; 0% = ACh EC20, 100% = ACh EC100 | activation, % at 3 µM | hit rate 0.3% among 360,000 | AID 624038, 2012;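 active means activation above the run cutoff, the mean activation of all test compounds plus 3 SD, cut at about 18% in these data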
#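 Assay system: CHO-K1 hM5 cells. Also added: acetylcholine at EC20 concentration, added after compound. Dosing: 3 µM, single dose. Times: compound preincubation 140 s before EC20 acetylcholine addition. Signal: Fluo-8 calcium fluorescence. Measure: % activation relative to EC20 and EC100 ACh responses. Repeats: singlicate, one well per test compound.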
# M4 ag = human M4 muscarinic receptor agonists, primary screen, CHO-K1 cells, Fluo-8 calcium fluorescence; Muscarinic acetylcholine receptor M4 (Homo sapiens), P08173; CHO-K1 hM4/Gqi5; vehicle 0%, full acetylcholine response 100%; activation, % at 3 µM; hit rate 0.14% among 360,000; AID 624127, 2012;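 active means activation above the run mean over all test wells plus 3 SD, cut at about 32% in these data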;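 further: peak over basal fluorescence ratio per well then scaled between controls; 0% = DMSO wells and 100% = acetylcholine at EC100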
# Target sequence (P08173 whole entry, looked up): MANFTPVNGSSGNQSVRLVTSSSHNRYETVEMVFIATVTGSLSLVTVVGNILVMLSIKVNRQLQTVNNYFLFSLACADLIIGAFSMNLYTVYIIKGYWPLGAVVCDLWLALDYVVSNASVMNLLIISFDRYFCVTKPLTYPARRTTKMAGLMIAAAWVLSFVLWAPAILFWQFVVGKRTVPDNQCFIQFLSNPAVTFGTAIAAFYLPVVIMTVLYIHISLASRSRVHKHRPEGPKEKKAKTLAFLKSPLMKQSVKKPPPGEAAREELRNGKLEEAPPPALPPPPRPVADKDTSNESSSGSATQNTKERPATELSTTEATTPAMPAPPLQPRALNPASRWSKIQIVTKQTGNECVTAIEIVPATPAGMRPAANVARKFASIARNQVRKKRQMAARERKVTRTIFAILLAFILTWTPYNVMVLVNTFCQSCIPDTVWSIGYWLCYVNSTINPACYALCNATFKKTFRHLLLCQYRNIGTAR
# CHRM4 antagonist = human M4 muscarinic receptor antagonists, primary screen, CHO cells, Fluo-8 calcium fluorescence. Muscarinic acetylcholine receptor M4 (Homo sapiens), P08173. CHO-hM4 cells, ACh EC80. inhibition, % at 3 µM. hit rate 0.73% among 360,000. AID 624125, 2012;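 active means inhibition above its plate's cutoff, the mean inhibition of sample wells plus 3 SD, cut at about 27% in these data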;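 further: 0% = acetylcholine EC80 with DMSO and 100% = DMSO without agonist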
# CHRM1 PAM = human M1 muscarinic receptor positive allosteric modulators, primary screen, CHO-K1 cells, Fluo-8 calcium fluorescence, 1536-well | Muscarinic acetylcholine receptor M1 (Homo sapiens), P11229 | CHO-K1 hM1, ACh EC20; 0% = ACh EC20, 100% = maximal ACh | activation, % at 3 µM | hit rate 0.088% among 360,000; in the data active means activation above about 19%, passing the limit was not always enough
# Target sequence (P11229 whole entry, looked up): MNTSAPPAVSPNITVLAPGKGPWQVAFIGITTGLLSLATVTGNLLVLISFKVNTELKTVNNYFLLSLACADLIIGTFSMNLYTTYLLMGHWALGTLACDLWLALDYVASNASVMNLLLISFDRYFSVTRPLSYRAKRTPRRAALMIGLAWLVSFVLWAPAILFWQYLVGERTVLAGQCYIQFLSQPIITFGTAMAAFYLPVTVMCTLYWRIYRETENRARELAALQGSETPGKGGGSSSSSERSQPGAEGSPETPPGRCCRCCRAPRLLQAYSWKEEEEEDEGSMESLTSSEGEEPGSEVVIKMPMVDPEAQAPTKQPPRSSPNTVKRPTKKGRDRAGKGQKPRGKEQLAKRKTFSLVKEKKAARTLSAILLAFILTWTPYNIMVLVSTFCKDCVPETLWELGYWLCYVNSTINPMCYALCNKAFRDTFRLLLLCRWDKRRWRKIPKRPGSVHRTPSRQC
# CRFBP-R2 block = antagonists of CRF-BP/CRF-R2 complex, primary screen, cell-based, HEK293, calcium dye fluorescence, uHTS; inhibition, % at 11.8 µM; hit rate 0.59% among 350,000; CRF-induced calcium fluorescence;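 active means inhibition of the ligand-induced calcium signal above about 50% at the single tested concentration, limit read from the data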
# CHRM4 PAM = human M4 muscarinic receptor positive allosteric modulators, primary screen, CHO-K1 cells, Fluo-8 calcium fluorescence. Muscarinic acetylcholine receptor M4 (Homo sapiens), P08173. CHO-K1 hM4/Gqi5, ACh EC20; 0% = ACh EC20, 100% = maximal ACh. activation, % at 3 µM. hit rate 0.4% among 360,000;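 active means activation above its plate's cutoff, the mean activation of sample wells plus 3 SD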; further: some results filed as inactive read as strong as hits
# * hit, by the source's call; / = no result given; & = joins results of further samples. Hits appear at their usual frequency; about 2.6% have a hit in one of these screens.
CHRM4 antagonist,CRFR2-BP ag,CHRM1 PAM,CHRM5 PAM,M5 antag,CHRM5 agonist,CHRM4 PAM,CRFBP-R2 block,M4 ag,mol
-3,-0.6,7,2,-2,3,-1,-8,1,CC(=O)Nc1cccc(NC(=O)C2CC(=O)N(c3ccc(C)cc3)C2)c1 (stereo unspecified)
-2,-1.9,5,1,1,-3,-5,1,1,OCCC1CN(Cc2cccn2-c2cccnc2)CCN1Cc1ccccc1 (stereo unspecified)
-2,-0.2,10,0,0,-2,2,28,1,NC(=NCCc1ccccc1)NS(=O)(=O)c1cccs1
-13,0.2,7,3,-1,0,-17,-9,0,CC(=O)N1N=C(c2ccc3ccccc3c2)OC12CCCC2
-12,5.5,5,-1,15,-3,11,5,2,O=C(c1ccc(Br)cc1)N1CCC(C(=O)N2CCN(Cc3ccccc3)CC2)CC1
-8,/,14,0,-9,0,4,/,0,COc1cccc(CNc2nc3cc(-c4cccc(Cl)c4)sc3c(=O)n2C)c1
7,1.4,10,2,8,-1,-1,-13,0,CCN(CC)S(=O)(=O)c1cc(NC(=O)Cc2n[nH]c(=O)c3ccccc23)ccc1C
1,0.0,-6,-7,11,-1,2,3,2,Cc1ccc(/C=C(\NC(=O)c2ccccc2)C(=O)NC2CCN(Cc3ccccc3)CC2)o1
-6,/,/,-4,3,1,9,/,2,CC1=C(C(=O)N2CCCCCC2)CC(CC(=O)NC2CCCC2)C(=O)N1Cc1ccc(F)cc1 (stereo unspecified)
-3,-0.4,7,-3,10,-2,-2,2,2,CC(C)C(C(=O)NCc1ccco1)N(Cc1ccco1)C(=O)CNS(=O)(=O)c1ccc(F)cc1 (stereo unspecified)
7,1.9,1,-7,7,-3,2,4,3,CN(c1ccccc1)S(=O)(=O)c1cccc(NC(=O)CSc2n[nH]c(N)n2)c1
11,-0.7,11,0,4,-1,-7,25,0,Cc1sc2nc3c(SC(C)C(=O)O)cc(C(=O)c4ccccc4O)cn3c(=O)c2c1C (stereo unspecified)
16,0.4,12,6,2,0,-6,-6,2,N#CC1=C(S)N=C(N)C(c2nc(-c3ccccc3)cs2)C12CCCC2 (stereo unspecified)
-3,0.0,9,-4,1,-3,4,0,0,O=C(C1CCCO1)N1CCc2ccccc21 (stereo unspecified)
10,0.9,0,-3,7,0,10,-14,0,NNC(=O)c1csc(-c2ccc(C(F)(F)F)cc2Cl)n1
13,3.0,-2,-2,-6,-2,-1,-2,1,COc1ccc(CN2C(=O)Cc3c2nc(N)c2c(N)nc(N4CCOCC4)c(C#N)c32)cc1
1,-0.3,4,-1,1,-3,-2,-4,0,CCN1C(=O)[C@@H]2C(C(=O)c3cnccn3)=NN[C@@H]2C1=O
-6,/,6,2,1,1,10,/,1,CC(=O)c1cccc(NC(=O)C2Cc3c(-c4ccc(Cl)cc4)ccnc3O2)c1 (stereo unspecified)
-7,-0.9,1,0,-6,-2,0,-1,4,CCOC(=O)c1[nH]c2ccc(Br)cc2c1NC(=O)CCN1CCOCC1
-2,-0.2,18,3,-7,1,16,-7,1,CCN(C(=O)Cn1cnc2c1c(=O)n(C)c(=O)n2C)C1CCCCC1
1,-1.5,8,-13,12,1,6,-40,0,Clc1ccc(-c2ccc(-c3nn4c(-c5ccco5)nnc4s3)o2)cc1
2,0.8,9,-2,-6,-3,2,-17,1,Cc1ccc(N(CC(=O)Nc2ccc3c(c2)OCCO3)S(C)(=O)=O)cc1
-5,-0.7,-6,-4,10,0,2,43,3,O=c1[nH]nc(-c2cc(-c3ccccc3)nc3ccccc23)o1
-2,14,14,-2,-7,-3,-2,-11,4,O=C(NCCN1CCOCC1)c1ccc2c(c1)N(Cc1c(F)cccc1Cl)C(=O)c1ccccc1S2
1,3.1,-2,-8,22,-5,-2,-4,1,CN(CC(=O)Nc1ccccc1Cl)C(=O)COC(=O)c1nc(Cl)c(Cl)c(Cl)c1Cl
-6,2.0,10,-4,12,1,0,2,1,CCn1c(SCC(=O)Nc2nnc(C)s2)nnc1-c1ccco1
2,-0.4,4,-4,12,-2,-5,22,0,CCc1cc(S(N)(=O)=O)cc(CC)c1NC(C)=O
-3,/,12,3,-1,0,1,/,1,CCOC(=O)C1(C)CCCN1C(=O)c1ccc(OC)c(OC)c1 (stereo unspecified)
13,0.3,4,5,2,-1,2,-5,0,CCNC(=O)COC(=O)COc1ccc(Cl)cc1C
1,0.0,-2,1,15,1,14,-2,1,COCCN1C(=O)N[C@@H](CCc2ccccc2)[C@H](C(C)=O)[C@H]1C
-18,0.6,8,1,-7,9,-5,-6,14,O=C(COC(=O)COc1ccc2ccccc2c1)NCC(F)(F)F
5,1.1,13,0,10,2,4,-2,7,COc1ccc(OCC(N)=O)cc1
2,-1.3,12,-5,10,0,-2,-10,4,CSc1ccc(S(=O)(=O)NCC(=O)OCC(=O)N2CC(C)CC(C)C2)cc1[N+](=O)[O-] (stereo unspecified)
14,-2.0,14,4,4,-5,-5,17,1,Cc1cccn2c(=O)c3cc(C(=O)NC4CCCCC4)c(=N)n(CCN4CCOCC4)c3nc12
13,0.4,-5,-11,8,-7,-7,-14,-1,Cc1ccn(Cc2n[nH]c(=S)n2Cc2ccccc2)n1
17,-0.1,16,-1,1,0,0,10,0,CC(=O)c1ccccc1NS(=O)(=O)c1cccc2nsnc12
11,-0.2,3,0,-4,-2,-7,-9,1,C=CCNc1sc(C(=O)c2cccs2)c(N)c1C#N
-1,0.0,8,-3,-5,-2,10,-10,-2,CC(C)Oc1ccccc1C1Nc2ccccc2C(=O)N1c1ccc2c(c1)OCCO2 (stereo unspecified)
-21,-0.7,17,6,-1,-3,11,13,0,Cc1nnc(N2C(=O)C(=O)/C(=C(/O)c3ccc4c(c3)OCCO4)C2c2ccc(F)cc2)s1 (stereo unspecified)
-9,0.1,-1,-2,17,-3,1,-10,6,COc1cc(Cl)ccc1OCc1cc(C(=O)N2C[C@@H]3CCC[C@H]2C3)no1

# Sorted by molar mass (smallest number first): some entries from above.
CHRM4 antagonist,CRFR2-BP ag,CHRM1 PAM,CHRM5 PAM,M5 antag,CHRM5 agonist,CHRM4 PAM,CRFBP-R2 block,M4 ag,mol
5,1.1,13,0,10,2,4,-2,7,COc1ccc(OCC(N)=O)cc1
11,-0.2,3,0,-4,-2,-7,-9,1,C=CCNc1sc(C(=O)c2cccs2)c(N)c1C#N
-6,2.0,10,-4,12,1,0,2,1,CCn1c(SCC(=O)Nc2nnc(C)s2)nnc1-c1ccco1

# Carrying on:
CHRM4 antagonist,CRFR2-BP ag,CHRM1 PAM,CHRM5 PAM,M5 antag,CHRM5 agonist,CHRM4 PAM,CRFBP-R2 block,M4 ag,mol
4,1.3,6,-1,5,-1,7,5,0,C=CCSc1nc2nc(C)cc(C)n2n1
0,-1.1,8,-9,9,-2,0,3,1,COc1ccc(C(C)=O)cc1COC(=O)c1cccnc1Cl
-5,-0.5,10,20*,2,8,13,3,2,Cc1nnc(SCc2c(Cl)cccc2[N+](=O)[O-])s1
-3,2.6,0,-6,7,0,2,-13,3,CSc1nc2ccc(NC(=O)c3ccc(=O)n(C)n3)cc2s1
6,-0.7,3,-7,7,3,5,-25,6,COc1cccc(NC(=O)Cn2nnc(-c3ccccc3N)n2)c1
5,-0.8,-4,-3,14,-8,-12,23,-3,CC1=CC(C)(C)N(S(=O)(=O)c2ccc(F)cc2)c2ccccc21
0,0.3,0,0,-5,-2,-4,-5,5,CCOc1ccc(-c2nc(N)nc(C)c2-c2ccc(OC)c(OC)c2)c(O)c1
1,-0.8,-1,-3,1,-3,1,-4,1,NC(=O)Cn1c(=O)n(CCC(=O)Nc2ccc(F)cc2)c(=O)c2sccc21
-27,-0.8,1,0,-13,1,5,-10,3,CN(C)c1nc(N)nc(CSc2nnnn2-c2ccc(F)cc2)n1
1,1.1,-1,10,5,-5,-4,-11,1,c1coc(C2=NCCc3ccccc32)c1
-18,1.2,7,9,-7,-18,-15,-2,0,COc1cccc(Oc2c(C)oc3c(CN4CCCC4)c(O)ccc3c2=O)c1
-5,0.1,9,0,1,-2,2,-5,5,NC(=O)c1ccc(NCCc2ccccc2)c([N+](=O)[O-])c1
-11,-1.1,19,4,-1,-5,4,2,0,N#Cc1c(/N=C/c2cccnc2)sc2c1CCCC2
3,-0.2,4,7,-4,-1,-1,3,0,COc1ccc(CCN2CNc3c(c(=O)n(C)c(=O)n3C)C2)cc1OC
-2,-0.7,-8,4,6,-6,-3,-1,5,COc1ccc(-n2c(SC(CN3CCCCC3)CN3CCCC3=O)nc3ccccc3c2=O)cc1 (stereo unspecified)
9,-1.4,5,5,1,3,-4,11,1,COc1cc(OC)cc(C(=O)N2CCC(C(=O)c3ccc(F)cc3)CC2)c1
2,2.7,-3,-8,-1,-1,-4,-10,1,O=c1cn[nH]c2ccccc12
-7,3.2,8,-5,7,-3,-6,11,0,Cc1nnc(SCC(=O)Nc2ccccc2F)n(N)c1=O
-8,0.8,4,4,2,2,-3,0,1,O=C1CCN(Cc2ccc([N+](=O)[O-])cc2)CCN1[C@H](CO)Cc1ccccc1
4,2.5,5,-1,9,-6,1,18,1,COc1ccccc1Cn1c(=S)[nH]c2ccc(F)cc2c1=O
-12,1.9,2,-3,-6,2,-5,3,5,COC(=O)c1ccccc1N1C(=O)[C@@H]2C(c3ccc(Br)cc3)=NO[C@@H]2C1=O
76*,47,-13,-20,31*,-19,-15,21,8,CS(=O)(=O)c1sc(C#N)c2c1C(=O)CC(c1ccccc1)C2 (stereo unspecified)
37*,-0.3,-27,-34,69*,-23,-15,13,0,CCNC(=S)NC1CC2CCCC(C1)N2CCc1ccccc1 (stereo unspecified)
0,9.7,-18,-18,9,-6,-13,2,2,CCC(Oc1ccc2c(=O)c(-c3ccccc3OC)coc2c1)C(=O)OCc1ccccc1 (stereo unspecified)
2,1.4,11,-5,11,-4,-4,0,0,CCCn1nnnc1NCc1ccc(F)cc1
-14,-0.4,-2,3,2,2,2,3,4,CCn1c(Oc2ccccc2)nc2c1c(=O)n(C)c(=O)n2C
-3&0,-0.7&-0.9,11&1,4&0,8&-3,0&-2,1&-4,-14&11,1&1,Cc1cc(C)[n+]2n1C(=O)C(c1ccccc1)=C2[O-]
-11,1.1,7,6,-9,-2,-3,-31,0,Cc1oc2c(C)c(O)ccc2c(=O)c1-c1ccc2ccccc2n1
-4,0.6,3,8,-5,3,8,5,1,COC(=O)NC1CCC(NC(=O)OC)CC1 (stereo unspecified)
10,-0.2,3,-1,9,-1,-1,8,1,O=C(O)c1ccc(S(=O)(=O)N2CCCc3ccccc32)cc1
-5,-3.2,-1,4,-14,0,3,3,1,CSc1nnc(-c2cc[n+](C)cc2)n1CCO
